Compound activity as filed in PubChem BioAssay.
PfG6PD inh: PfG6PD (Plasmodium falciparum) enzyme inhibition; PfGluPho enzyme, NADPH resazurin-diaphorase fluorescence; inhibition, % at 20 µM; hit rate 0.78% among 350,000; AID 504690;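 active = inhibition reaching at least a set limit at 20 µM in the primary screen, cut at about 59% in these data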;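 also: 0% = DMSO wells with substrate and 100% = DMSO wells lacking glucose-6-phosphate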
MPTP block: blocks calcium-induced mitochondrial swelling | isolated mouse mitochondria, Ca2+ swelling absorbance, 30 min | hit rate 1.4% among 360,000 | inhibition, % at 10 µM;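 active = inhibition of 50% or more, scaled per plate between neutral and stimulator controls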;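 also: 0% = DMSO wells given calcium and 100% = 1 mM EGTA wells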
SENP7 block: blocks the human protease SENP7; inhibition, % at 5 µM; AID 434973; hit rate 1.5% among 330,000; Q9BQF6; recombinant SENP7, Z-RLRGG-aminoluciferin luminescence, 40 min;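 active = inhibition above about 50% at the single test dose, limit read from the data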;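 also: plate controls were DMSO with enzyme for no effect and no enzyme buffer wells for full effect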
ATG4B inhibitor: blocks human ATG4B protease cleavage of LC3 substrate | ATG4B cleavage of LC3-PLA2, NBD-HPC fluorescence, 1 h | inhibition, % at 8.33 µM | hit rate 0.51% among 340,000; in the data active = inhibition above about 40%
Target sequence (Q9Y4P1 whole entry, looked up): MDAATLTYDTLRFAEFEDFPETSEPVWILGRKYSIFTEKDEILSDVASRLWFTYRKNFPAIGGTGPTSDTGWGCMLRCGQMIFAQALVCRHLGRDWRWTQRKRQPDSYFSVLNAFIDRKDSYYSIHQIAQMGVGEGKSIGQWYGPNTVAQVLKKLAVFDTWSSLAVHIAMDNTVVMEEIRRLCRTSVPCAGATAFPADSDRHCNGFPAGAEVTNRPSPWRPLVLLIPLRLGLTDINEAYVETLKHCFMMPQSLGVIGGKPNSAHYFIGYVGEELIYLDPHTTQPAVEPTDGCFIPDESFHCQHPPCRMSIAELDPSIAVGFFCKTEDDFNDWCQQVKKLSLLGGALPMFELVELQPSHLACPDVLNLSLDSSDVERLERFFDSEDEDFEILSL
GRIN3A LBD mod: modulates the human NR3A ligand-binding domain | hit rate 2.5% among 340,000 | NR3A LBD differential scanning fluorimetry, Tm shift; 0% = protein alone, 100% = glycine-bound protein | AID 1259313 | Tm shift relative to glycine control, % at 25 µM;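 active = melting temperature shift of at least 10% of the positive control shift, at one fixed dose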
SENP6 block: SENP6 protease inhibition | Recombinant SENP6 catalytic domain, aminoluciferin luminescence | inhibition, % at 10 µM | hit rate 1.8% among 330,000 | AID 2599;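 active = inhibition above about 50% at the single tested dose, limit read from the data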;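 also: plate controls were DMSO wells with enzyme for no effect and DMSO wells lacking enzyme for full effect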
SENP8 block: blocks human SENP8 cleavage of Nedd8 substrate. recombinant SENP8, Nedd8 substrate fluorescence. inhibition, % at 20 µM. hit rate 0.64% among 360,000. Q96LD8. AID 602440; in the data active = inhibition mostly above about 40%, no sharp cut-off; inactive = mostly below about 27%
Target sequence (Q96LD8 whole entry, looked up): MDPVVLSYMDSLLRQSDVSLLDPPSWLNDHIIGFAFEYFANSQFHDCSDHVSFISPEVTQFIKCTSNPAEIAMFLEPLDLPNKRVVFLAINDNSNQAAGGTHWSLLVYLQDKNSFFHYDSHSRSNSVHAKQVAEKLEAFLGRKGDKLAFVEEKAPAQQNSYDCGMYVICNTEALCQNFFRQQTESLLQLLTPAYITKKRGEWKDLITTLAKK
HKDC1 inhibitor: inhibitors of human hexokinase HKDC1; Q2TB90; recombinant HKDC1, G6PDH/diaphorase resazurin coupled fluorescence; inhibition, % at 20 µM; hit rate 0.16% among 340,000;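 active = inhibition above about 35% when tested at 20 µM, limit read from the data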;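 also: plate controls were DMSO wells with enzyme for no effect and DMSO wells lacking enzyme for full effect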
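System: Recombinant HKDC1 hexokinase | Amount: HKDC1 at 5 µg/mL | Reagent: Glucose with 1 mM ATP | Doses: Single 20 µM dose | Incubation: Reaction time 90 min, room temperature, protected from light | Signal: Coupled resazurin fluorescence, excitation 525 nm, emission 613 nm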
Numbers without * were called inactive; nt = no result given. An excerpt; rates above refer to the full screens.

Abbreviations: A = PfG6PD inh; B = MPTP block; C = SENP7 block; D = ATG4B inhibitor; E = GRIN3A LBD mod; F = SENP6 block; G = SENP8 block; H = HKDC1 inhibitor
Cc1cccc(-c2nc3ccccc3c(=O)n2-n2cccc2)c1
  A: 7.0; B: -1.8; C: -7.1; D: 10.8; E: 0.6; F: 0.1; G: 33.8; H: -2.4
CC(C)CN(CC(C)C)C(=O)C1C2c3ccccc3C(c3ccccc32)C1C(=O)O (stereo not drawn)
  A: -12.9; B: 0.9; C: nt; D: 3.1; E: -1.9; F: nt; G: 11.8; H: -2.4
Fc1ccc(N2CCN(Cc3ccc4c(c3)OCO4)CC2)cc1
  A: -4.3; B: -0.6; C: -3.4; D: -0.4; E: 1.3; F: 5.6; G: 9.6; H: -1.8
CCN(CC)c1ccc(N=Cc2c(O)n(-c3ccccc3C)c(=O)[nH]c2=O)cc1
  A: 7.6; B: 2.3; C: -3.9; D: -24.1; E: -3.9; F: -0.8; G: -5.2; H: 4.0
COc1ccc(CC(=O)N2CCN(C)CC2)cc1OC
  A: -2.8; B: -0.7; C: -1.9; D: -13.5; E: -0.6; F: -9.2; G: 0.3; H: 14.2
CC[C@@H](CO)C1CC2NC3CC4(c5ccccc5N(C)[C@@H]24)C(O)C31 (stereo partly drawn)
  A: 4.4; B: 0.0; C: 4.5; D: -22.2; E: -0.5; F: -5.3; G: 8.7; H: -7.3
Cc1ccc(-n2c(O)c(C=NCCN3CCNCC3)c(=O)[nH]c2=S)cc1
  A: 0.4; B: 0.4; C: -2.8; D: -3.7; E: 2.7; F: -8.6; G: 12.6; H: 2.4
CC(=O)C1CCC2C3CCC4CC(O)CCC4(C)C3C(O)CC12C (stereo not drawn)
  A: -7.8; B: -1.4; C: nt; D: -17.4; E: -0.2; F: nt; G: 4.5; H: -6.9
COC(=O)C1=C(c2ccc(OC(F)(F)F)cc2)C[C@@H]2CC[C@H]1N2C(=O)NCCOc1ccccc1
  A: 19.2; B: 0.3; C: -1.2; D: -6.3; E: 0.2; F: -5.5; G: 8.0; H: 0.3
CC(=O)O/C(=C1\CC2C3CC=C4CC(OC(C)=O)CCC4(C)C3CCC2(C)C1=O)C(F)(F)F (stereo not drawn)
  A: -9.5; B: 1.6; C: nt; D: -2.6; E: -1.0; F: nt; G: 10.2; H: 3.0
COC1=CC(=O)O[C@@H](/C=C/c2ccccc2)C1
  A: 4.9; B: 3.3; C: -12.3; D: 0.0; E: 3.1; F: -0.7; G: 5.0; H: -11.1
COC(=O)C(O)(c1ccc(N(C)S(=O)(=O)c2ccccc2)cc1)C(F)(F)F (stereo not drawn)
  A: 1.0; B: -2.0; C: 8.2; D: -14.1; E: -2.8; F: -3.3; G: 10.8; H: 1.2
COCCNC(=O)CN1C(=O)CN=C(c2ccccc2)c2ccccc21
  A: -4.5; B: -0.4; C: 2.9; D: 3.5; E: 1.4; F: -10.8; G: -277.9; H: -2.8
CC1CC(C)CN(C(=O)COC(=O)c2cn(C)c3ccccc23)C1 (stereo not drawn)
  A: -5.6; B: -0.3; C: 6.2; D: 8.5; E: -0.1; F: 3.1; G: 0.7; H: 5.4
CC(C)(C)C(=O)O[C@H]1CC[C@@]2(C)C(=CC(=O)C3C2CC[C@]2(C)C(=O)[C@H](O)CC32)C1 (stereo partly drawn)
  A: -2.8; B: -0.4; C: 5.6; D: -8.7; E: -4.4; F: -3.7; G: 12.1; H: -1.5
N#C/C(=C(/O)c1ccc(S(=O)(=O)N(CCCl)CCCl)cc1)c1nc2ccccc2[nH]1
  A: -41.8; B: 2.6; C: -1.3; D: 2.6; E: -1.8; F: 13.9; G: -455.8; H: -1.6
CCCC12CN3CCN(C1)CC(CCC)(C3)C2=O
  A: -7.8; B: -0.4; C: 1.7; D: -4.3; E: -0.9; F: -12.3; G: 6.0; H: -1.5
NC12CN3CN(CN(C3)C1)C2 (tested in a mixture with another compound)
  A: 4.6; B: 0.1; C: 7.0; D: -6.3; E: 1.7; F: -7.4; G: -0.2; H: -13.7
C=CCn1c(O)c(C(C)=NCCCN(C)C)c(=O)[nH]c1=O
  A: -5.5; B: 1.5; C: 3.8; D: 2.0; E: 1.2; F: -7.1; G: 9.5; H: -2.9
CN1CCN(c2nc3c(c(=O)[nH]2)CCC3)CC1
  A: -3.8; B: 2.6; C: 6.5; D: 3.4; E: -1.1; F: -4.6; G: 16.0; H: -2.8
CC(=O)Nc1ccc([As](=O)(O)c2ccc([N+](=O)[O-])cc2)cc1
  A: 2.4; B: 0.7; C: 6.0; D: -0.7; E: -0.2; F: -19.6; G: 7.3; H: -3.9
COC(=O)CC1NC2CCCCC2NC1=O (stereo not drawn)
  A: 1.8; B: -0.3; C: -0.8; D: -3.9; E: -1.0; F: -8.3; G: 18.5; H: -3.7
COC(=O)C(O)(c1ccc(N(C)C)cc1)C(F)(F)F (stereo not drawn)
  A: -1.2; B: 1.7; C: -9.7; D: 0.1; E: -0.7; F: -23.8; G: 16.5; H: 0.2
CCCn1ncc(C(=O)O)c1C
  A: -4.5; B: -3.0; C: 4.4; D: 2.8; E: 0.9; F: 4.5; G: 10.4; H: -3.5
CCN(CC)C(=O)N[C@H]1C[C@@H]2c3cccc4[nH]cc(c34)C[C@H]2N(C)C1
  A: 3.0; B: 3.6; C: 8.0; D: 0.7; E: -8.0; F: 5.1; G: -0.9; H: -14.8

Five entries drawn at random from the list so far, as already listed:
Abbreviations: A = PfG6PD inh; B = MPTP block; C = SENP7 block; D = ATG4B inhibitor; E = GRIN3A LBD mod; F = SENP6 block; G = SENP8 block; H = HKDC1 inhibitor
CC(=O)Nc1ccc([As](=O)(O)c2ccc([N+](=O)[O-])cc2)cc1
  A: 2.4; B: 0.7; C: 6.0; D: -0.7; E: -0.2; F: -19.6; G: 7.3; H: -3.9
Fc1ccc(N2CCN(Cc3ccc4c(c3)OCO4)CC2)cc1
  A: -4.3; B: -0.6; C: -3.4; D: -0.4; E: 1.3; F: 5.6; G: 9.6; H: -1.8
CC[C@@H](CO)C1CC2NC3CC4(c5ccccc5N(C)[C@@H]24)C(O)C31 (stereo partly drawn)
  A: 4.4; B: 0.0; C: 4.5; D: -22.2; E: -0.5; F: -5.3; G: 8.7; H: -7.3
COc1ccc(CC(=O)N2CCN(C)CC2)cc1OC
  A: -2.8; B: -0.7; C: -1.9; D: -13.5; E: -0.6; F: -9.2; G: 0.3; H: 14.2
COCCNC(=O)CN1C(=O)CN=C(c2ccccc2)c2ccccc21
  A: -4.5; B: -0.4; C: 2.9; D: 3.5; E: 1.4; F: -10.8; G: -277.9; H: -2.8

One compound at a time, as listed above. Order of values: PfG6PD inh | MPTP block | SENP7 block | ATG4B inhibitor | GRIN3A LBD mod | SENP6 block | SENP8 block | HKDC1 inhibitor
Record of `CC1CC(C)CN(C(=O)COC(=O)c2cn(C)c3ccccc23)C1` (stereo not drawn) : -5.6 | -0.3 | 6.2 | 8.5 | -0.1 | 3.1 | 0.7 | 5.4
Record of `CC(=O)Nc1ccc([As](=O)(O)c2ccc([N+](=O)[O-])cc2)cc1` : 2.4 | 0.7 | 6.0 | -0.7 | -0.2 | -19.6 | 7.3 | -3.9

Next section:
Abbreviations: A = PfG6PD inh; B = MPTP block; C = SENP7 block; D = ATG4B inhibitor; E = GRIN3A LBD mod; F = SENP6 block; G = SENP8 block; H = HKDC1 inhibitor
CN1CCN(C(=O)COc2ccc3ccccc3c2)CC1
  A: -7.8; B: 0.4; C: -2.1; D: 1.5; E: -0.9; F: 18.4; G: 6.6; H: -0.9
COc1ccc(C(=O)OC2CC[C@@]3(C)C4CCC5[C@]6(O)CC(O)[C@@]7(O)C(CN8CC(C)CCC8[C@@]7(C)O)[C@]6(O)C[C@@]53O[C@]24O)cc1OC (stereo partly drawn)
  A: -7.3; B: 0.3; C: -5.8; D: -4.7; E: 0.8; F: -10.3; G: 13.9; H: 0.3
CN1CCN(c2ccc([N+](=O)[O-])c3no[n+]([O-])c23)CC1
  A: 44.9; B: 15.0; C: nt; D: 11.7; E: -1.1; F: nt; G: 69.2*; H: 4.8
COc1ccc(CN(CCc2c[nH]c3ccccc23)Cc2ccc(OC)cc2)cc1
  A: 19.3; B: 2.1; C: nt; D: 2.2; E: -1.7; F: nt; G: 0.4; H: 5.8
CN1CCN(C(=O)O[C@H]2c3nccnc3C(=O)N2c2ccc(Cl)cn2)CC1
  A: -14.2; B: 1.4; C: 1.1; D: 7.7; E: 0.6; F: 10.8; G: -9.2; H: 0.7
